H37Rv inhibition: M. tuberculosis growth inhibition, HTS (AID 449762); M. tuberculosis H37Rv growth inhibition, 7H9 media; higher % means a stronger effect; one-dose inhibition, % at 25 µM; IC50 in µM for titrated hits; hit rate 0.59% among 330,000; in the data active = a potency from the dose series; inconclusive = inhibition above about 70% without an active follow-up result;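 also: bacterial growth assessed after seven days of incubation; strong numbers were not always called active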
Salmonella PhoP GFP: Inhibition of PhoP regulon, Salmonella typhi GFP reporter cells, confirmation, 4 h (AID 1850). inhibition, % at 50 µM; hits with a dose series show IC50 in µM. Salmonella Typhi PhoP-promoter GFP reporter, fluorescence, 4 h; higher % means a stronger effect. hit rate 0.33% among 310,000; in the data active = a potency from the dose series; inconclusive = inhibition mostly from about 25% at the one dose, without a potency; inactive = the rest, 99 in 100 with inhibition below about 19%;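 also: 0% = induced wells with vehicle and 100% = uninduced wells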
H1N1 NS1A inhibition: NS1A inhibition, H1N1 influenza, cell based functional assay (AID 504329) | NS1A functional cell-based assay, percent inhibition; higher % means a stronger effect | hit rate 0.3% among 340,000 | inhibition, % at 12.5 µM, or IC50 in µM where a hit was titrated; in the data active = a potency from the dose series; inconclusive = inhibition above about 27% without an active follow-up result; also: strong numbers were not always called active
tuberculosis growth: growth inhibition of non-replicating M. tuberculosis (AID 488890); Mycobacterium tuberculosis non-replicating, growth inhibition; higher % means a stronger effect; one-dose inhibition, % at 25 µM; IC50 in µM for titrated hits; hit rate 0.39% among 320,000; in the data active = a potency from the dose series; inconclusive = inhibition mostly from about 82% at the one dose, without a potency; inactive = the rest, 99 in 100 with inhibition below about 76%;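 also: plate controls were DMSO cells for no effect and high antibiotic wells for full effect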
inhibitors of VEEV: inhibitors of VEEV TC-83 cytopathic effect, confirmation, Vero cells (AID 588727); inhibition, % at 20 µM, or IC50 in µM where a hit was titrated; hit rate 0.13% among 350,000; Vero cells, VEEV TC-83 cytopathic effect inhibition; higher % means a stronger effect; in the data active = a potency from the dose series; inconclusive = inhibition mostly from about 14% at the one dose, without a potency; inactive = the rest, 99 in 100 with inhibition below about 12%; also: strong numbers were not always called active
inhibitors of VEEV 10K pilot screen: also measured in inhibitors of VEEV; calls as there; inhibition, %; measured here: 10K pilot screen inhibition
The depositor's hits bear a star; i = inactive; ? = inconclusive; · = no result given. Compounds as they come. Share with any hit: about 1.5%.

SMILES	H37Rv inhibition	Salmonella PhoP GFP	H1N1 NS1A inhibition	tuberculosis growth	inhibitors of VEEV	others
COCCNC(=O)NC12CC3CC(CC(C3)C1)C2	-0.1%	0.1%	-6.4%	-8.7%	0.9%
O=C(Nc1ccccc1C(=O)OCn1nnc2ccccc2c1=O)c1ccco1	?	5.3%	-0.7%	75.9%	8.0%
CCNC(=S)N1CCn2cccc2C1c1cccnc1 (centres undefined)	-5.6%	1.5%	0.4%	-5.5%	2.2%
O=C(Nc1ccc(OC(F)(F)F)cc1)c1n[nH]c(Cn2cncn2)n1	-1.5%	-4.5%	-7.1%	13.6%	1.0%
Cc1c(C#N)c2ncn(CC#N)c(=O)c2n1-c1ccccc1	-1.9%	-0.8%	6.2%	-1.3%	0.5%
Clc1ccccc1OCCN1CCCCC1	9.7%	-1.5%	-3.0%	-4.3%	i
CN=C(Nc1ccc(C(=O)OC)s1)c1ccccc1	-0.9%	4.5%	-5.7%	-8.6%	0.6%
CCOC(=O)C1=C(C)NC(C)=C(C(=O)OCC)C1C(=O)OCC(=O)NC(C)c1ccccc1 (centres undefined)	·	·	-14.8%	·	6.5%
COC(=O)Cc1c(C(=O)OC)nnn1-c1cccc(C(F)(F)F)c1	1.0%	-1.7%	5.2%	60.8%	0.0%
COc1cccc(NC(=O)c2ccccc2C(F)(F)F)c1	-2.4%	-20.8%	-13.5%	9.1%	i
O=C(Cc1cccs1)Nc1ccon1	-8.5%	-1.9%	21.8%	6.0%	1.4%
COC(=O)c1ccc(-n2nnnc2SCC(=O)Nc2cc(OC)ccc2OC)cc1	-1.1%	11.9%	-1.0%	13.5%	0.6%
CC(=O)c1ccc2c(ccc3ccccc32)c1	4.2%	-7.4%	0.2%	-1.3%	1.0%
CC(=O)NCCC1CCN(C(=O)C2CCC(=O)N(C3CCCC3)C2)CC1 (centres undefined)	-2.5%	6.8%	0.7%	-16.6%	0.3%
CC(C)(C)c1ccc(-c2noc(C(=O)NN)n2)cc1	-3.0%	6.1%	0.9%	57.5%	4.5%
O=C(CNC(=O)c1cccc(OC(F)F)c1)OCC(=O)c1ccccc1	4.4%	-3.2%	2.5%	-0.1%	0.1%
O=S(=O)(c1ccc(S(=O)(=O)N2CCCN(Cc3ccccc3)C2)cc1)N1CCCCCC1	-3.1%	9.2%	6.0%	13.5%	i
O=C(c1cc(F)c(F)c(F)c1F)N1CCN(Cc2ccc3c(c2)OCO3)CC1	-0.2%	-6.7%	-19.7%	1.7%	i
CCN1CCN(C(c2cc3cccc(C)c3[nH]c2=O)c2nnnn2Cc2ccccc2)CC1 (centres undefined)	-6.6%	-0.6%	-8.2%	28.0%	2.4%
c1ccc(N2CCN(CC3CCCCC3)CC2)cc1	21.7%	6.4%	0.9%	-4.7%	i
C/C(CC(=O)Nc1ccc2c(c1)OCCO2)=N\NC(=O)COc1ccc(C)cc1	-1.4%	2.5%	-10.4%	3.1%	1.3%
COc1ccc(-c2cc(C(=O)Nc3cc(C)on3)c3ccccc3n2)c(OC)c1	?	-3.5%	26.7%	5.5%	8.3%
CCOC(=O)C1CCN(C(=O)c2cccc(S(=O)(=O)N3CCCc4ccccc43)c2)CC1	·	·	-3.7%	·	5.8%
O=C(CCCn1c(=S)[nH]c2ccsc2c1=O)NCc1ccco1	-13.7%	-8.7%	-3.6%	-11.3%	1.0%
CC(=NCC1CCCO1)c1c(O)n(-c2ccccc2C)c(=O)[nH]c1=O (centres undefined)	8.1%	-3.6%	-18.4%	-6.2%	1.1%

Already shown: six of the compounds above.
SMILES	H37Rv inhibition	Salmonella PhoP GFP	H1N1 NS1A inhibition	tuberculosis growth	inhibitors of VEEV	others
COCCNC(=O)NC12CC3CC(CC(C3)C1)C2	-0.1%	0.1%	-6.4%	-8.7%	0.9%
O=C(Nc1ccccc1C(=O)OCn1nnc2ccccc2c1=O)c1ccco1	?	5.3%	-0.7%	75.9%	8.0%
CCNC(=S)N1CCn2cccc2C1c1cccnc1 (centres undefined)	-5.6%	1.5%	0.4%	-5.5%	2.2%
O=C(Nc1ccc(OC(F)(F)F)cc1)c1n[nH]c(Cn2cncn2)n1	-1.5%	-4.5%	-7.1%	13.6%	1.0%
Cc1c(C#N)c2ncn(CC#N)c(=O)c2n1-c1ccccc1	-1.9%	-0.8%	6.2%	-1.3%	0.5%
Clc1ccccc1OCCN1CCCCC1	9.7%	-1.5%	-3.0%	-4.3%	i

Additional results.
SMILES	H37Rv inhibition	Salmonella PhoP GFP	H1N1 NS1A inhibition	tuberculosis growth	inhibitors of VEEV	others
O=C(Nc1ccc(Br)cc1F)c1sccc1-n1cccc1	8.0%	-4.5%	-6.7%	·	0.7%
Cc1ccc(Cn2ncc3c(N4CCN(Cc5ccc(Cl)cc5)CC4)ncnc32)cc1	35.0%	3.2%	-3.2%	42.8%	i
CCCCOc1ccc(/C=C/C(=O)NC2=Nc3ccccc3NC(C)=C2C(=O)OCC)cc1OC	4.3%	-4.0%	-3.7%	-0.1%	2.1%
Cc1noc(C)c1CSCC(=O)N(C)CC(=O)Nc1ccc(Cl)c(C(F)(F)F)c1	2.5%	1.5%	-3.5%	58.0%	7.2%
Cc1sc(-c2ccncc2)nc1OC(=O)c1ccc(Cl)cc1	-8.2%	-2.0%	-11.9%	?	1.6%
CSc1nsc(SCC(=O)Nc2ccc(Cl)c(C(=O)O)c2)n1	3.9%	1.0%	9.1%	2.5%	0.4%
c1ccc(C2NCCNC2c2ccccc2)cc1 (centres undefined)	·	·	-7.4%	·	4.7%
COC(=O)c1ccc(NC(=O)CCN2C(=O)NC(C)(C)C2=O)cc1	-12.9%	·	-5.3%	-5.3%	0.9%
Cc1c(Cl)cccc1NC(=O)CNC(=O)C1CC(=O)N(C2CCCC2)C1 (centres undefined)	-5.6%	·	-3.9%	-3.5%	3.1%
Cc1ccc(C)c(NC(=O)CN(C)C(=O)c2ccc3[nH]c4c(c3c2)CC(C)CC4)c1 (centres undefined)	10.3%	-4.7%	5.6%	19.8%	8.6%
COc1ccc(/C=C2\SC(=O)N(CCNC(=O)Cn3cnnn3)C2=O)cc1	1.9%	-2.8%	-2.6%	24.2%	i
O=C(c1ccccc1)N(Cc1nc2ccccc2c(=O)[nH]1)C1CCCC1	-9.1%	-9.7%	-20.8%	8.7%	1.7%
COc1ccc(C2CC(c3cccc(Cl)c3)=NN2c2ccc(S(N)(=O)=O)cc2)cc1 (centres undefined)	·	·	-30.2%	·	3.5%
Cc1ccc(Nc2nnc(SCC(=O)Nc3ccc(S(=O)(=O)N4CCOCC4)cc3)s2)cc1	9.3%	5.0%	5.3%	20.6%	6.4%
Nc1nc2n(n1)C(c1ccco1)CC(c1ccc(F)cc1)N2 (centres undefined)	-10.5%	13.0%	-3.0%	-30.4%	1.7%
O=C(Nc1cccc(OCC(=O)N2CCOCC2)c1)C1CCCCC1	·	3.6%	2.2%	·	1.4%
Cc1cccc(-n2c(-c3ccc([N+](=O)[O-])cc3)nc3ccccc3c2=O)c1	6.6%	10.2%	1.2%	6.0%	2.0%
CCOc1ccc(-n2c(SCC(=O)O)nc3sc4c(c3c2=O)CCCC4)cc1	-5.4%	-15.2%	-0.9%	-1.0%	2.5%
COCCN(CC(=O)Nc1ccccc1C(F)(F)F)C(=O)/C=C/c1cc(Cl)c2c(c1)OCCO2	·	·	12.6%	·	i
COC(=O)c1ccc(/C=N/NC(=O)C(=O)NCc2ccccc2)cc1	-0.7%	-10.0%	-3.6%	-7.1%	0.4%
CCc1ccc(S(=O)(=O)NCc2csc(C)n2)s1	17.0%	8.2%	-12.1%	60.7%	0.6%
CSc1nc(-c2ccccc2)nc(NC(=O)C(C)C)c1C(C)=O	13.1%	-6.2%	9.4%	38.7%	1.9%
O=C(COC(=O)c1ccccc1O)Nc1cccc(S(=O)(=O)NC2=NCCCCC2)c1	-4.9%	2.6%	6.2%	30.2%	0.1%
CCOC(=O)C1CCCN(C(=O)C(=O)c2cn(CC(=O)N3CCOCC3)c3ccccc23)C1 (centres undefined)	-16.5%	-2.8%	-9.5%	-6.4%	1.8%
Cc1cc(C)c(S(=O)(=O)NCC2CCC(C(=O)N3CCC4(CC3)OCCO4)CC2)c(C)c1 (centres undefined)	-5.4%	-11.4%	-0.8%	8.1%	i

Continued; the last 2 above are carried over.
SMILES	H37Rv inhibition	Salmonella PhoP GFP	H1N1 NS1A inhibition	tuberculosis growth	inhibitors of VEEV	others
CCOC(=O)C1CCCN(C(=O)C(=O)c2cn(CC(=O)N3CCOCC3)c3ccccc23)C1 (centres undefined)	-16.5%	-2.8%	-9.5%	-6.4%	1.8%
Cc1cc(C)c(S(=O)(=O)NCC2CCC(C(=O)N3CCC4(CC3)OCCO4)CC2)c(C)c1 (centres undefined)	-5.4%	-11.4%	-0.8%	8.1%	i
CC(C)N1CCC(N2CCN(C3CCCCC3)CC2CCO)CC1 (centres undefined)	-8.7%	-4.2%	-16.4%	-3.3%	i
Cc1ccc(C(=O)N2CCN(c3ccccc3)CC2)cc1S(=O)(=O)N1CCCC1	-1.4%	-16.2%	4.8%	26.6%	5.0%
CC(=O)Nc1ccc2nc(NC(=O)c3cccnc3)sc2c1	-3.3%	9.1%	-9.4%	8.3%	3.2%
COC(=O)[C@@H]1CC[C@@](C)(c2ccc(OC)cc2)C1(C)C	1.2%	-16.4%	-5.1%	-3.4%	2.0%
CC1CCCC(NC(=O)COC(=O)c2ccc([N+](=O)[O-])s2)C1C (centres undefined)	?	·	-6.7%	?	0.5%
O=C(NCCc1ccc(Cl)cc1)C1CC(=O)N(CCc2ccccc2)C1 (centres undefined)	-0.3%	6.5%	3.6%	-3.6%	i
CCOc1ccc(-c2c(C(=O)N/N=C/c3ccco3)nnn2-c2nonc2N)cc1	-3.9%	-11.2%	4.0%	19.1%	i
COc1ccc(/C=N/NC(=O)CN(C2=NS(=O)(=O)c3ccccc32)c2ccccc2)cc1	6.4%	-6.2%	-3.6%	-6.3%	0.4%
CC(C)C[C@H](NC(=O)c1nc[nH]c1C(=O)NCc1ccc(CNC(=O)OC(C)(C)C)cc1)C(=O)OC(C)(C)C	4.5%	2.8%	5.7%	48.5%	3.3%
CC(C)[C@H](NC(=O)c1ccccc1)C(=O)OCC(=O)Nc1ccc(S(=O)(=O)N2CCOCC2)cc1	6.5%	·	-0.1%	-14.0%	i
Cc1c(Br)c(C(F)(F)F)nn1CC(=O)NCc1ccco1	-1.4%	-8.0%	-14.5%	8.6%	3.1%
COc1cc2ccccc2cc1C(=O)Nc1ccc(Cl)cn1	6.9%	-4.1%	0.3%	-8.3%	2.5%
COc1cc(C2=NOC(C(=O)Nc3cc(C)on3)C2)cc(OC)c1OC (centres undefined)	2.4%	7.9%	-2.0%	-8.4%	7.1%
C[C@H](NC(=O)c1nc[nH]c1C(=O)N[C@@H](CCCCNC(=O)OC(C)(C)C)C(=O)OC(C)(C)C)c1ccccc1	4.1%	3.9%	-9.0%	66.6%	1.8%
CCn1c(CCNC(=O)c2ccc(Cl)cc2Cl)n[nH]c1=S	-16.7%	-0.9%	5.5%	7.5%	6.0%
C#CCOCCOCCOCCNc1nc(N2CCN(C(=O)C([C@@H](C)O)n3cc([C@@H](N)CCCCN)nn3)CC2)nc(N2CCN(C(=O)[C@H](CCC(=O)O)n3cc([C@@H](N)CCCCN)nn3)CC2)n1 (some centres undefined)	4.0%	·	7.5%	4.4%	i
COCCn1c(=O)[nH]c(=O)c2c(C(F)(F)F)cc(-c3cccs3)nc21	8.2%	-10.8%	0.7%	5.5%	0.1%
CCNc1nc(NCC)n2c(SCC(=O)N(CC)C3CCCCC3)nnc2n1	4.8%	-4.5%	3.6%	12.5%	8.2%
CSc1nc2c([nH]1)c(=S)n(C)c(=O)n2C	·	·	4.2%	·	1.9%
CCN(CC)S(=O)(=O)c1ccc(Cl)c(NC(=O)COC(=O)c2cc(-c3ccccc3Cl)nc3ccccc23)c1	1.2%	-1.6%	-9.2%	-4.3%	6.2%
Brc1cccc(OCCCCN2CCCCC2)c1	-6.5%	12.3%	2.7%	-0.3%	1.7%
C=CCC(Nc1ccco1)c1ccccc1 (centres undefined)	-1.7%	-0.1%	-6.2%	14.1%	1.0%	inhibitors of VEEV 10K pilot screen=0.3
COC(=O)Nc1ccc([N+](=O)[O-])cc1OC	-3.1%	-3.2%	-10.0%	-6.1%	1.1%
Nn1c(SCC(=O)Nc2nc3ccccc3s2)nncc1=O	1.3%	-2.5%	-6.1%	-4.5%	0.9%
COc1ccccc1C/C(N)=N/OC(=O)c1ccco1	1.9%	-4.7%	-14.7%	73.0%	i
CC(C)C(=O)NNC(=O)c1cc2sccc2s1	3.9%	0.1%	-28.5%	-12.8%	i
Cc1ccc(OC(=O)c2cccc(S(=O)(=O)N(C)C)c2)c(-n2nc3ccccc3n2)c1	4.8%	1.0%	-13.7%	34.8%	8.5%

Screening data as filed in PubChem BioAssay.
